Lipid storage S3: qHTS Assay for Lipid Storage Modulators in Drosophila S3 Cells; Drosophila S3 cells, BODIPY lipid droplet fluorescence, 18-24 h; cells fed with added oleic acid; lipid storage change, negative = inhibition, % at the top dose, mostly 46.1 µM; hits show Potency in µM; 0.64% of 320,000 active; AID 2685; active = well fitted inhibition curve with a large enough effect in the signal ratio, with a control signal flat, not every such curve was filed as active; inconclusive = small, poorly fitted or top-dose-only effect, or effect the other way, or a change in a side signal; the % refers to the signal ratio
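Laser-scanning cytometry quantifies lipid droplet accumulation (500–530 nm total intensity; droplet/cell object ratio) in oleic acid-fed (400 uM added) Drosophila S3 cells treated with a concentration series. 20 uM Triacsin C defined 100% inhibition.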
Lipid storage S3 cell count max: further read-out of Lipid storage S3, marked with its call; cell number change, %; measured here: cell count max response;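 cells counted by Cell Tracker Red CMTPX staining in the red channel; peak over a dose series mostly up to 46.1 µM; percent activity relative to internal control wells on each plate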
Starred values were filed as active, the others as inactive; i = inactive; ? = inconclusive; / = no result given. % is set by controls: 0 for no effect and ±100 for the full control effect; potency is the fitted concentration of half-maximal effect. An excerpt; rates above refer to the full screens.

Lipid storage S3 cell count max	Lipid storage S3	canonical_smiles
5	-9%	O=C1C(=Cc2cccn2-c2ccccc2)C(=O)c2ccccc21
/	?	Cc1ccc(S(=O)(=O)N2CCOCC2)cc1NC(=O)COc1ncnc2ccccc12
-1	14%	CCCCc1c(C)nc2ccc(C(=O)OCC)cc2c1Cl
/	?	CC1CC(C)CN(c2ncnc3c2cnn3Cc2ccc(Cl)cc2)C1 (stereo unspecified)
/	?	OCCCNc1c2c(nc3cc(-c4ccc(Cl)cc4)nn13)CCC2
/	?	Cc1cc(C(=O)OCC(=O)Nc2cc(C)on2)c2ccccc2n1
6	4%	Cc1csc(NC(=O)CCC(=O)c2cccs2)n1
-11	14%	COc1ccc2[nH]c(CN3CCC(CO)(CCOc4ccccc4)CC3)c(C)c2c1
1	1%	COc1ccc(C2(CNS(=O)(=O)c3ccccc3)CCOCC2)cc1
/	?	O=C(/C=C/c1ccco1)NCc1ccc(F)cc1
/	?	CC(=O)NNc1nc2ccccc2s1
/	?	c1ccc2c(N3CCCCCC3)nc(-c3ccncc3)nc2c1
/	?	N#C/C=C(/c1ccc(F)cc1)N1CCOCC1
/	?	COc1ccc(C(c2oc(CO)cc(=O)c2O)c2oc(CO)cc(=O)c2O)cc1OC
2	-4%	CN(C)S(=O)(=O)c1cccc(-c2nn(-c3ccccc3)cc2/C=C(\C#N)c2nc3ccccc3[nH]2)c1

Entries shown so far containing a Cl atom:
Lipid storage S3 cell count max	Lipid storage S3	canonical_smiles
-1	14%	CCCCc1c(C)nc2ccc(C(=O)OCC)cc2c1Cl
/	?	CC1CC(C)CN(c2ncnc3c2cnn3Cc2ccc(Cl)cc2)C1 (stereo unspecified)
/	?	OCCCNc1c2c(nc3cc(-c4ccc(Cl)cc4)nn13)CCC2

Some of the entries so far, as labelled records:
CCCCc1c(C)nc2ccc(C(=O)OCC)cc2c1Cl
  Lipid storage S3 cell count max: -1 | Lipid storage S3: 14%
CC1CC(C)CN(c2ncnc3c2cnn3Cc2ccc(Cl)cc2)C1 (stereo unspecified)
  Lipid storage S3 cell count max: / | Lipid storage S3: ?
OCCCNc1c2c(nc3cc(-c4ccc(Cl)cc4)nn13)CCC2
  Lipid storage S3 cell count max: / | Lipid storage S3: ?
Cc1cc(C(=O)OCC(=O)Nc2cc(C)on2)c2ccccc2n1
  Lipid storage S3 cell count max: / | Lipid storage S3: ?

The list continues.
Lipid storage S3 cell count max	Lipid storage S3	canonical_smiles
/	?	O=C(COc1ccc(S(=O)(=O)N2CCOCC2)cc1)NCc1ccccc1
26	i	CCOC(=O)c1nnc(-c2ccc(C)cc2)nc1Sc1cccc(Cl)c1
29	16%	CC(=O)OC[C@H]1O[C@@H](Sc2cccc3cccnc23)[C@H](OC(C)=O)[C@@H](OC(C)=O)[C@@H]1OC(C)=O
/	?	COc1cccc(NC(=O)Nc2ccc3nsnc3c2)c1
/	?	COc1ccccc1CCNC(=O)c1ccc(C)o1
/	?	CN(/C(=N\S(=O)(=O)c1ccccc1)c1ccccc1)c1ccc(O)cc1
/	?	O=C(NCCC1=CCCCC1)C(=O)NCC(c1ccco1)N1CCN(c2ccccc2F)CC1 (stereo unspecified)
/	?	C=CCNC1=C(Cl)C(=O)c2ccccc2C1=O
/	?	Cc1sc2ncnc(NCC(c3ccco3)N3CCCC3)c2c1C (stereo unspecified)
1	2%	CC(=O)Nc1ccc(S(=O)(=O)NNC(=O)CCc2ccccc2)cc1
5	6%	COC(=O)c1ccc(NC(=O)CN2CCN(c3ccccc3)CC2)cc1
/	12%	CN1CCN(C(=O)/C(=C/c2cccs2)NC(=O)c2ccco2)CC1
-4	-7%	O=C(CSc1n[nH]c(C2CCCC2)n1)NC1CCCC1
/	?	Cc1ccc(/C=N/NC(=O)CCCOc2ccc(Cl)cc2Cl)cc1
/	?	COc1ccc(C)cc1N/C(N)=N/c1nc(C)cc(C)n1
/	?	CN(C)c1ccc(-c2nc3ccccc3c(=O)[nH]2)cc1
2	-10%	COCCn1c(C)cc(/C=C2/SC(=O)N(C(C)C(=O)OC)C2=O)c1C (stereo unspecified)
/	5%	O=C(NCCCN1CCN(c2cccc(Cl)c2)CC1)c1ccc(N2CCCC2=O)cc1
/	?	Cc1ccc(/C=C/S(=O)(=O)NCC(=O)OCC(=O)NCc2ccccc2)cc1
/	?	Cc1ccccc1NC(=O)c1nn(C)c2c1CS(=O)(=O)c1ccccc1-2
/	?	CC(C)(C)[C@H]1C=C(C(N)=O)O[C@@H](OCc2ccc(CO)cc2)C1
8	-7%	Cc1ccc(/C=C/C(=O)NC(=S)N2CCN(C)CC2)cc1
/	?	CN(C)CC(=O)Nc1cc(C(F)(F)F)ccc1Cl
/	?	Cc1nc(N2CCC(C)CC2)c2nnn(Cc3ccccc3)c2n1
-13	0%	COc1ccc(O)c(C(=O)CC(=O)c2ccccc2)c1
/	?	Cc1ccc(CNC(=O)c2nn(C)c3c2CS(=O)(=O)c2ccccc2-3)cc1
/	?	O=C(CCn1c(=S)[nH]c2ccccc2c1=O)Nc1cccc(Cl)c1
2	22%	CCOc1ccccc1C(=O)N[C@H](C(=O)OCc1cc(=O)oc2cc(C)ccc12)C(C)C
/	?	CCN1CCN(C(=O)C2CCC(CNS(=O)(=O)c3ccc(NC(C)=O)cc3)CC2)CC1 (stereo unspecified)
/	i	CN(C)c1c([N+](=O)[O-])cc2[nH]c(=O)[nH]c2c1[N+](=O)[O-]

As a working copy, some entries already given:
Lipid storage S3 cell count max	Lipid storage S3	canonical_smiles
/	?	Cc1ccc(CNC(=O)c2nn(C)c3c2CS(=O)(=O)c2ccccc2-3)cc1
/	?	O=C(CCn1c(=S)[nH]c2ccccc2c1=O)Nc1cccc(Cl)c1

The list goes on:
Lipid storage S3 cell count max	Lipid storage S3	canonical_smiles
/	?	Cc1ccsc1/C=N/NC(=O)c1ccccn1
4	i	Cc1ccc(S(=O)(=O)N2CCC(C(=O)N3CCC[C@H]3C(=O)NC3CCS(=O)(=O)C3)CC2)cc1 (stereo partly specified)
/	?	O=C(NCc1ccccc1CN1CCCCC1)c1ccccc1N1CCCC1=O
22	7%	CC(C)Cc1nnc(NC(=O)CCC(=O)Nc2ccc3cn[nH]c3c2)s1
15	13%	Cc1nc(-n2nnc3ccccc32)c2c3c(sc2n1)CCCC3
/	?	CCCCCCn1nc(C(=O)OCC(=O)c2c(N)n(C)c(=O)n(C)c2=O)c2ccccc2c1=O
-3	20%	Cc1nc(N)c(C#N)c(-c2ccccc2)c1C
6	-8%	CCCCSC1(SCCCC)N=C(N)C2(C#N)C(c3ccccc3)NC(C)=C(C)C12C#N (stereo unspecified)
22	3%	O=C(N/N=C\c1cc2c(cc1Cl)OCO2)c1cccnc1
/	?	O=C(NCSC1=NCCS1)c1ccccc1
/	?	COc1ccc(OCC(=O)NCCS(=O)(=O)N2CCN(c3ccc(F)cc3)CC2)cc1
2	-1%	O=C(c1cccc(N2C(=O)c3ccccc3C2=O)c1)N1CCCCCC1
-19	-11%	N/C(=N\OC(=O)c1cc(-c2ccccc2)nc2ccccc12)c1ccc(Cl)cc1
2	8%	Cc1cc(C)cc(NC(N)=S)c1
/	?	CC(C)N(Cc1cnn(C)c1)Cc1nc(-c2ccc(Cl)cc2)no1
/	?	CCCCCCCNc1cccc(C)c1
/	?	CCN1CCN(C(=S)Nc2ccc3nc4n(c(=O)c3c2)CCCCC4)CC1
/	?	CCOC(=O)c1csc(NC(=O)CC2CCCC2)n1
-25	18%	CC(C)(C)SCCNC(=O)c1ccccc1
-11	26%	COc1ccccc1C/C(N)=N/OC(=O)COc1ccc(C)cc1
10	i	Cn1nccc1C(=O)OCC(=O)Nc1ccc(S(N)(=O)=O)cc1
/	?	O=C(Nc1ccon1)c1cccc(S(=O)(=O)N2CCCCCC2)c1
10	9%	CN(CC(=O)Nc1ccccn1)S(=O)(=O)c1ccc(Cl)cc1
17	5%	O=c1[nH]c(=O)n(Cc2ccco2)c2c1C(C(F)(F)F)(C(F)(F)F)N=C(C1CCCCC1)N2
1	10%	O=C(CCNC(=O)c1ccc(Br)cc1)NCCCN1CCCC1=O
0	16%	CCCn1c(SCc2cc(=O)[nH]c3ccccc23)nc2c1c(=O)n(C)c(=O)n2C
-1	8%	CC(C(=O)Nc1ccccc1Br)c1ccc([N+](=O)[O-])cc1 (stereo unspecified)
-11	-15%	CCc1ccc2[nH]c(C(=O)Nc3ccc4c(c3)OCO4)cc2c1
-5	-12%	COc1ccc(CCC(C)NCc2ccc(F)cc2)cc1 (stereo unspecified)
/	?	CC(C)(C)C(=O)Nc1ccc(-c2cn3ccsc3n2)cc1

Single entries from the results shown.
Value for CC(C(=O)Nc1ccccc1Br)c1ccc([N+](=O)[O-])cc1 (stereo unspecified) under Lipid storage S3 cell count max: -1
Value for COc1ccc(CCC(C)NCc2ccc(F)cc2)cc1 (stereo unspecified) under Lipid storage S3: -12%

Following part
Lipid storage S3 cell count max	Lipid storage S3	canonical_smiles
26	18%	COc1ccccc1CNC(=O)c1cc(=O)c2ccccc2o1
-4	-3%	Cc1cc(C)c(C(=O)NCCCN2CCOCC2)c(C)c1
/	?	NC(=S)Nc1ccc2cn[nH]c2c1
0	7%	COc1ccc(Cn2nnnc2C(c2ccc(N(C)C)cc2)N2CCC(C(N)=O)CC2)cc1 (stereo unspecified)
-18	-9%	COc1ccc(NS(=O)(=O)c2ccc(C)c(C(=O)NC3CCN(Cc4ccccc4)CC3)c2)cc1
12	9%	CCOC(=O)C(=CNc1ccc(C(F)(F)F)cc1)C(=O)OCC
8	5%	COc1ccc(/C=N/NC(=O)Cc2cccs2)cc1
1	19%	CCCNC(=O)OC[C@H]1O[C@H](CCO/N=C(\C)CCN2CCc3nc(-c4ccccc4)c(-c4ccccc4)cc3C2)C=C[C@@H]1Oc1ccc(OC)cc1
/	?	Cc1n[nH]c(=O)nc1NCc1ccccc1
-17	i	O=S(=O)(c1ccc(Cl)c(C(F)(F)F)c1)N1CCN(CC(O)COc2ccccc2F)CC1 (stereo unspecified)
-14	18%	CCCC(=O)Nc1cc(-c2nn(C)c(=O)c3ccccc23)ccc1OC
/	-21%	CCC(C)(C)NC(=O)C(c1ccc(C)cc1)N(Cc1cccs1)C(=O)c1ccc2c(c1)OCCO2 (stereo unspecified)
/	?	COCC(=O)Nc1c(C(=O)Nc2cccc(OC)c2)oc2ccccc12
/	?	CC(=O)c1ccc(NC(=O)c2cc3nc4c(c(C(F)(F)F)n3n2)CCCC4)cc1
/	?	Cc1ccc(C(=O)NCc2ccc(N3CCN(C)CC3)cc2)cc1C
/	?	Cc1cc(O)cc(=O)n1Cc1ccco1
/	?	CC(C)(C)OC(=O)NCCCCCc1nnc(SCC(N)=O)o1
/	?	Cc1csc(NC(=O)CSc2nccn2Cc2ccco2)n1
/	3%	COc1ccc(C(=O)NCc2csc(-c3cccs3)n2)cc1
/	?	O=C(CSc1ccc(-c2cccc([N+](=O)[O-])c2)nn1)N1CCCCC1
/	i	COC(=O)c1ccc(NC(=O)c2ccc(CN3CCOCC3)cc2)cc1
18	-12%	CCC(C)(C)n1nnnc1C(c1ccccc1F)N1CCN(C(=O)c2ccco2)CC1 (stereo unspecified)
/	?	Cn1cnc([N+](=O)[O-])c1SCC(O)CCl (stereo unspecified)
/	-13%	COc1cccc(C(=O)Nc2ccc3c(c2)OCO3)c1OC
/	?	CC(=O)Nc1ccc(Oc2cc(C#N)c(C#N)cc2N2CCCCCC2)cc1
/	?	CCN(c1ccc(NC(=O)COC(=O)/C=C/c2cccs2)cc1)C(C)C
/	?	CCCNC(=O)C(Cc1ccc(C(F)(F)F)cc1)NC(=O)c1ccc2ccccc2n1 (stereo unspecified)
/	?	Nc1nc(SCc2c(F)cccc2Cl)[nH]c(=O)c1-c1ccccc1
/	?	COc1ccc(Cl)cc1C(=O)Nc1ccc(N(C)C(C)=O)cc1
2	0%	CN(C)C(=S)Nc1ccc2ccccc2c1
/	?	O=S(=O)(NC1CCCC1)c1ccc(S(=O)(=O)N2CCc3ccccc32)cc1
/	i	COc1ccc(/C=C2\SC(=O)N(CC(=O)Nc3ccccc3O)C2=O)cc1OC
/	?	CC1CCN(Cc2nc3c(c(=O)n(C)c(=O)n3C)n2CCCc2ccccc2)CC1
16	-42%	CCOC(=O)C1CCN(C(=O)c2cccc(NC(=O)C(CC)CC)c2)CC1
5	-7%	CCOC(=O)CC1=NN(c2ccccc2)C(=O)/C1=C\c1ccc(N(C)C)cc1
/	?	O=C(C1CC1)N1CCCC(c2ccc(Cl)cc2)=N1
/	?	CCOC(=O)CN(Cc1ccccc1)C(=O)OC(C)(C)C
/	?	Cc1cccc(N(CC(=O)N2CCCC2)S(C)(=O)=O)c1
/	?	Cc1ccc(Cl)cc1NC(=O)c1ccc(NC(=O)CCC(=O)O)cc1
-3	11%	Cc1cccc(Cc2nnc(CCC(=O)NCc3cn4ccccc4n3)o2)c1
/	?	Cc1ccc(-c2ccc(=O)n(CC(=O)NCCCN3CCCCC3C)n2)cc1 (stereo unspecified)
/	?	Cc1cccc(CSc2ccc3nnc(-c4cccnc4)n3n2)c1
/	?	CCOC(=O)C(C(=O)OCC)C(C(=O)OCC)N1CCOCC1 (stereo unspecified)
/	?	CCOc1ccccc1C(=O)N1CCCCC1C (stereo unspecified)
/	?	CCCC(=O)NCc1nc2ccccc2n1CC(=O)c1ccccc1
/	?	CCCc1nc(SCC(=O)N2CCc3ccccc32)c2c(=O)n(C)c(=O)n(C)c2n1
